NTR1 agonist – NTR1-driven beta-arrestin-GFP spot formation – imaging, U2OS cells, high content, primary screen (AID 493036); agonist mode; activation, % at 20 µM; 330,000 tested, 0.17% active;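 active = activation at or above 40% of the spot to cytoplasm intensity ratio, with at least 20 cells analyzed; inconclusive = wells under 20 cells, flagged as cytotoxic or low count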;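 note: 0% = DMSO without peptide and 100% = 100 nM NTR1 peptide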
Target sequence (P30989 whole entry, looked up): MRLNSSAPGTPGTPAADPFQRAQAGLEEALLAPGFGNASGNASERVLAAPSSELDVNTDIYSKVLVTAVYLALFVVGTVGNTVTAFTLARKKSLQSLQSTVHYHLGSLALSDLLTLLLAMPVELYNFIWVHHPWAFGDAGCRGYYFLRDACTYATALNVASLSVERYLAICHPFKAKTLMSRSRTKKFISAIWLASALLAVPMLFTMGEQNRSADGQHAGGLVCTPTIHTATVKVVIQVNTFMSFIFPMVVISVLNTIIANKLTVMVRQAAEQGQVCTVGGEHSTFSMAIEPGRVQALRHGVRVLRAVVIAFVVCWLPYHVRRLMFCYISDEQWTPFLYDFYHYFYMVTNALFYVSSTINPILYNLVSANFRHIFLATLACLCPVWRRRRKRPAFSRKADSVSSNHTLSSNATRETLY
West Nile antiviral – inhibition of WNV-induced cytopathic effect – cell-based, CPE readout (AID 1621); West Nile virus-infected cells, CPE inhibition; higher % means a stronger effect; CPE inhibition, % at 10 µM; hits with a dose series show IC50 in µM; 290,000 tested, 0.02% active; in the data active = a potency from the dose series; inconclusive = CPE inhibition mostly from about 3.7% at the one dose, without a potency; inactive = the rest, 99 in 100 with CPE inhibition below about 2.2%; note: strong numbers were not always called active
Dengue-2 NS5 capping – flavivirus cap methylation enzyme inhibition – biochemical, confirmation dose response, primary screen (AID 588689); inhibition, % at 25 µM, or IC50 in µM where a hit was titrated; 340,000 tested, 0.3% active; Dengue-2 NS5 methyltransferase capping enzyme assay, biochemical; higher % means a stronger effect; in the data active = a potency from the dose series; inconclusive = inhibition above about 29% without an active follow-up result
Large T inhibition – SV40 large T antigen inhibitors, biochemical (AID 1903); SV40 large T antigen ATPase/helicase inhibition assay; higher % means a stronger effect; one-dose inhibition, % at 20 µM; IC50 in µM for titrated hits; 310,000 tested, 0.39% active; in the data active = a potency from the dose series; inconclusive = inhibition mostly from about 32% at the one dose, without a potency; inactive = the rest, 99 in 100 with inhibition below about 32%; note: strong numbers were not always called active
K1F lysis inhibition – protection from phage-mediated lysis, alamar blue read-out – E. coli UTI89, K1F phage, bacterial capsule biogenesis inhibitors (AID 488966); 340,000 tested, 0.02% active; inhibition, % at 100 µM; hits with a dose series show IC50 in µM; E. coli UTI89 K1F phage lysis, alamar blue, 2 h; higher % means a stronger effect;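 active = phage lysis inhibition, versus mean bacterial control, above a set limit; inconclusive = no clear call, values can overlap the other calls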;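 note: capsule biogenesis inhibitors block K1F phage lysis so surviving cells raise fluorescence; higher fluorescence means more inhibition of phage lysis; actives were called in the ten point dose series up to 300 µM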
Siah-1 displacement – Siah-1 peptide-binding antagonists, primary screen, biochemical, fluorescence polarization, rhodamine-plectin, uHTS (AID 1817); Siah-1 / rhodamine-plectin peptide fluorescence polarization; higher % means a stronger effect; one-dose displacement, % at 20 µM; IC50 in µM for titrated hits; 290,000 tested, 0.02% active;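 active = displacement of at least 50% at 20 µM, with a fluorescence ratio check between 0.3 and a set limit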;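 note: plate controls were Siah plus tracer with DMSO for no effect and tracer alone without Siah for full effect; strong numbers were not always called active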
AID2073 – disruptors of CaV2.2 binding to Mint1 – biochemical, HTRF (AID 2073). HTRF protein-protein interaction, Mint1-CaV2.2; higher % means a stronger effect. 290,000 tested, 0.19% active. inhibition, % at 20 µM; hits with a dose series show IC50 in µM; in the data active = inhibition mostly above about 51%, no sharp cut-off; inconclusive = no clear call, values can overlap the other calls; inactive = mostly below about 53%; note: some results filed as inactive read as strong as hits
Rac1 GTP hydrolysis – MgcRacGAP GTPase-activating activity inhibitors, confirmation, biochemical, ADP Hunter fluorescence. inhibition, % at 30 µM; hits with a dose series show IC50 in µM. MgcRacGAP-stimulated Rac1 GTP hydrolysis, ADP Hunter fluorescence; higher % means a stronger effect; GST-tagged Rac1 F28L mutant substrate. 340,000 tested, 0.6% active;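 active = first-screen hits whose inhibition reached a set limit at any dose in the follow-up dose series; inconclusive = inhibition above the set first-screen limit but never retested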;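 note: fluorescence reports GDP produced by GAP-driven GTP hydrolysis; strong numbers were not always called active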
RSV CPE inhibition – inhibition of RSV-induced cytopathic effect – HEp-2 cells, primary 10 µM value included (AID 2391) | HEp-2 cells, RSV-induced CPE inhibition; higher % means a stronger effect | CPE inhibition, % at 10 µM, or IC50 in µM where a hit was titrated | 310,000 tested, 0.13% active; in the data active = a potency from the dose series; inconclusive = CPE inhibition mostly from about 23% at the one dose, without a potency; inactive = the rest, 99 in 100 with CPE inhibition below about 21%; note: strong numbers were not always called active
NTR1 agonist cell count 20 µM – recorded beside NTR1 agonist, whose call it bears; cell count; measured here: cell count, cytotoxicity flag
Active calls of the source: *; i = inactive; ? = inconclusive; / = not tested or not shown; [ ] = dose if it differs, or a comment.

SMILES	NTR1 agonist	NTR1 agonist cell count 20 µM	West Nile antiviral	Dengue-2 NS5 capping	Large T inhibition	K1F lysis inhibition	Siah-1 displacement	AID2073	Rac1 GTP hydrolysis	RSV CPE inhibition
CC(C)OCCCNC(=O)c1cc(-c2cccs2)nc2ccccc12	0.8	92	0.6%	-5%	4%	0.2%	2%	21%	5%	-0.3%
CN(CCOc1cccc(C(F)(F)F)c1)Cc1ccccc1	0.7	48	0.5%	-2%	6%	4.8%	7%	-3%	23%	-1.7%
N#C/C(=C\c1ccc(Oc2ccc(C(F)(F)F)cc2[N+](=O)[O-])cc1)c1nc2ccccc2[nH]1	4.7	50	-0.4%	-3%	5%	-0.2%	-4%	14%	3%	-0.9%
CCOC(=O)N1CCN(C(=O)/C(=C/c2ccc(OC)cc2)NC(=O)c2ccccc2)CC1	2.0	83	-0.7%	-4%	1%	3.6%	-4%	-2%	4%	3.1%
C/C(=N\NC(=O)c1ccccc1[N+](=O)[O-])c1ccc(Br)s1	2.7	101	-0.4%	-1%	3%	0.5%	2%	3%	6%	3.3%
O=C(Cc1ccccc1Cl)NC1(O)C(=O)c2ccccc2C1=O	-0.2	65	1.0%	/	12%	/	0%	4%	/	0.8%
CCCn1c(/N=C/c2ccc3c(c2)OCO3)nc2ccccc21	1.9	50	-0.1%	-1%	6%	0.4%	-6%	4%	7%	0.3%
O=C1OC(Nc2ccc(Br)cc2F)c2ccccc21 (stereo not drawn)	4.5	81	0.8%	0%	21%	0.2%	-2%	14%	10%	-0.4%
CCOc1ccc(C(=O)NCC(=O)NCC(c2cccs2)N2CCOCC2)cc1 (stereo not drawn)	0.0	61	/	-1%	1%	0.8%[50 µM]	/	/	5%	-1.1%
CCOC(=O)CNC(=O)c1sc(NC(=O)c2cccc(F)c2)nc1C	7.3	81	0.5%	-4%	7%	i	-1%	1%	4%	1.0%
NS(=O)(=O)c1ccc(Cl)c(C(=O)Nc2ccccc2[N+](=O)[O-])c1	-0.7	43	0.3%	0%	-2%	0.2%	-6%	-2%	-3%	-0.9%
S=c1[nH]nc(COc2ccc3ccccc3c2)o1	0.3	32	0.1%	-5%	6%	0.4%	4%	-1%	14%	2.7%
O=C1CN(c2nc3nonc3nc2N2CCCCC2)CCN1	0.3	49	0.6%	7%	13%	-0.1%	4%	-14%	1%	0.8%
CC(C)Cn1c(N)c(C(=O)CSc2ncccn2)c(=O)n(C)c1=O	0.7	62	/	3%	14%	1.1%[50 µM]	/	/	4%	1.3%
COc1cccc(C(=O)Nc2sc(C(C)C)cc2C(N)=O)c1OC	13	60	1.2%	-3%	23%	0.6%[50 µM]	-3%	18%	4%	?

Single records, as listed above. Order of values: NTR1 agonist	NTR1 agonist cell count 20 µM	West Nile antiviral	Dengue-2 NS5 capping	Large T inhibition	K1F lysis inhibition	Siah-1 displacement	AID2073	Rac1 GTP hydrolysis	RSV CPE inhibition
CN(CCOc1cccc(C(F)(F)F)c1)Cc1ccccc1 across the screens: 0.7	48	0.5%	-2%	6%	4.8%	7%	-3%	23%	-1.7%
O=C1CN(c2nc3nonc3nc2N2CCCCC2)CCN1 across the screens: 0.3	49	0.6%	7%	13%	-0.1%	4%	-14%	1%	0.8%

Next results
SMILES	NTR1 agonist	NTR1 agonist cell count 20 µM	West Nile antiviral	Dengue-2 NS5 capping	Large T inhibition	K1F lysis inhibition	Siah-1 displacement	AID2073	Rac1 GTP hydrolysis	RSV CPE inhibition
Cc1ccc(CNC(=O)c2sc3nc4c(c(C(F)(F)F)c3c2N)CCC4)cc1	4.5	64	-0.1%	-3%	6%	0.7%	4%	29%	7%	4.4%
CCSc1nnc(-c2ccncc2)n1Cc1ccccc1	-0.3	61	1.1%	3%	-1%	8.3%	1%	-6%	4%	0.5%
C/C(=N/O)c1ccc(Oc2cnccn2)cc1	-0.1	83	0.5%	3%	12%	0.2%	-2%	40%	8%	2.0%
Cc1cc(C)c(NC(=S)NC(=O)c2c(Cl)c(C)nn2C)c([N+](=O)[O-])c1	1.5	57	-1.1%	-1%	0%	0.9%[50 µM]	3%	-17%	-17%	3.4%
COC(=O)c1ccc(CN2CCCC(CNC(=O)Cc3ccc(OC)cc3)C2)cc1 (stereo not drawn)	0.2	67	-0.1%	-14%	1%	-1.7%	-5%	9%	-6%	0.1%
Cc1ccccc1NC(=O)C1CCC(=O)N1 (stereo not drawn)	1.4	56	-0.5%	-6%	20%	-0.1%	-9%	11%	2%	1.0%
Cc1ccc(NC(=O)Cc2ncon2)cc1Cl	-0.8	57	-0.4%	-2%	-2%	0.6%	9%	-5%	7%	1.9%
Cc1ccsc1/C=N/NC(=O)c1nnn(-c2nonc2N)c1-c1ccccc1	0.5	49	-1.0%	-1%	3%	0.8%	0%	4%	1%	0.9%
O=C(Nc1ncc(S(=O)(=O)c2ccc([N+](=O)[O-])cc2)s1)c1cccnc1	1.6	49	0.7%	-9%	16%	-0.7%	12%	38%	0%	/
Cn1c(=O)c2c(nc(NCc3ccc4c(c3)OCO4)n2Cc2ccccc2)n(C)c1=O	3.7	48	-0.2%	-4%	1%	-0.4%	2%	2%	5%	6.9%
CCOC(=O)C1CCCN(CC(=O)Nc2c(F)c(F)c(F)c(F)c2F)C1 (stereo not drawn)	8.6	95	-0.4%	6%	8%	-0.4%	-3%	-1%	0%	2.4%
Cc1cccc(COc2ccccc2C(=O)OCC(=O)N(C)c2c(N)n(Cc3ccccc3)c(=O)[nH]c2=O)c1	1.2	57	-0.2%	5%	12%	-0.1%	1%	8%	10%	3.0%
O=C(N/C(=C\c1ccc(Br)cc1)C(=O)N1CCOCC1)c1ccc([N+](=O)[O-])cc1	1.0	54	-0.4%	-5%	7%	-0.4%	4%	0%	4%	2.1%
COc1cc(OC)cc(OC(=O)c2ccc3c(=O)n4c(nc3c2)CCC4)c1	0.8	59	/	-5%	7%	0.5%[50 µM]	/	/	6%	0.8%
CC1(C)CSC(=NCc2ccccc2)N1C(=O)c1cccc([N+](=O)[O-])c1	2.3	51	-1.1%	-6%	0%	2.4%[50 µM]	7%	-4%	2%	1.1%
CC(=O)c1cnn(-c2cc(Oc3ccc(F)cc3)ncn2)c1C	-1.1	34	-0.3%	-1%	9%	0.3%	-2%	-2%	15%	2.4%
CCC(NC(=O)c1cc(COc2ccc(F)cc2Cl)on1)c1ccncc1 (stereo not drawn)	0.9	57	-1.9%	-2%	/	-0.2%	-1%	1%	0%	/
CCC(=O)c1ccc(OCC(=O)NCCc2ccccn2)cc1	-1.3	52	-0.6%	-2%	-5%	0.5%	2%	-4%	0%	2.4%
CC(=O)c1sc(NC(=O)c2cccc(C)c2)nc1C	-0.9	40	-0.5%	-7%	-6%	0.4%	18%	2%	4%	1.6%
Cc1nnc(Nc2ccccc2)n(N)c1=O	-0.9	85	0.3%	-1%	4%	0.6%	0%	0%	4%	2.8%
CCN(CC)CCN(C(=O)CCOc1ccccc1)c1nc2ccc(F)cc2s1	0.4	59	-0.4%	-9%	10%	0.2%	1%	-10%	9%	-1.4%
O=C(N/N=C/c1ccc(O)cc1)c1cc[n+](Cc2ccccc2)cc1	6.6	88	0.7%	-6%	25%	10%	-3%	1%	137µM*	1.3%
C[n+]1cccc(C(=O)NCC2CCCO2)c1 (stereo not drawn)	0.4	60	0.2%	6%	8%	-0.3%[50 µM]	2%	-2%	-12%	1.5%
CC(C)(C)c1ccc(S(=O)(=O)NCc2ccc(C(=O)NCC3CCCO3)cc2)cc1 (stereo not drawn)	2.5	55	-0.4%	-8%	7%	-0.1%	4%	-3%	5%	0.1%
C[C@@H](O)C(C(=O)N1CCNCC1)n1cc([C@@H](N)CCCCN)nn1 (stereo partly drawn)	-2.1	58	/	-5%	9%	0.0%	/	/	10%	0.3%
COc1cccc(C(=O)N2CCN(Cc3ccccc3[N+](=O)[O-])CC2)c1	-1.5	80	-1.1%	-8%	6%	0.0%	3%	-2%	14%	3.3%
CCc1ccc2c(c1)[C@]1(C(=O)N2)[C@@H]2C(=O)N(Cc3ccccc3)C(=O)[C@@H]2[C@@H]2CCCN21	4.7	54	-0.5%	-8%	2%	-0.3%	-8%	6%	7%	8.1%
CSc1cccc(NC(=O)c2ccccc2N(C)S(C)(=O)=O)c1	-1.3	67	0.5%	0%	22%	0.1%	0%	-2%	8%	3.5%
C/C(=N/NC(=O)c1ccc(NC(=O)c2ccc(F)cc2)cc1)c1ccccc1	-3.7	88	0.1%	6%	-5%	-1.4%	-9%	2%	-1%	2.6%
O=C1NCCN(Cc2cccc(Oc3ccccc3)c2)C1CC(=O)N1CCCO1 (stereo not drawn)	0.9	47	0.1%	2%	14%	-0.5%	16%	8%	0%	0.2%
CC(C)(C)c1cc(-c2ccco2)c(C#N)c(SCC#N)n1	2.7	60	-0.7%	3%	5%	-0.1%	4%	9%	8%	-0.7%
CCCC1(C(=O)O)NC(c2cccc(OC)c2O)C2C(=O)N(c3ccccc3)C(=O)C21 (stereo not drawn)	11	48	0.5%	-10%	1%	-8.4%	-8%	5%	2%	-0.2%
O=C(CNCC1CCCO1)Nc1ccccc1-n1cccc1 (stereo not drawn)	0.9	45	-0.1%	0%	3%	4.4%	10%	-1%	17%	-1.1%
COc1ccccc1C(=O)Nc1ccc2c(c1)n(C)c(=O)n2C	0.6	61	-0.6%	-2%	19%	0.1%	0%	1%	10%	1.6%
N#C/C(=C\c1cn[nH]c1-c1ccc(Cl)cc1)C(=O)NCc1ccccc1	43*	85*	/	0%	1%	2.9%	-4%	-1%	3%	6.5%
CC(O)c1nc2ccccc2n1CCOc1ccccc1 (stereo not drawn)	1.1	41	-0.1%	-5%	23%	8.5%	-7%	9%	2%	2.4%
Cc1nn(C)c(C)c1NS(=O)(=O)c1c(C)n[nH]c1C	2.0	67	/	2%	/	0.0%	/	/	7%	/
CSc1ccccc1OCc1cc(C(=O)N(C)CCc2c(C)n[nH]c2C)no1	2.1	59	-0.5%	1%	-5%	0.1%	-2%	6%	2%	-1.0%
CC1(C(=O)NNC(=O)c2ccc(=O)oc2)CC1Br (stereo not drawn)	-1.1	37	0.1%	/	17%	/	-4%	6%	/	3.3%
Cc1ccc(C(=O)NNC(=O)c2csc(N3CCOCC3)n2)o1	0.6	51	/	-1%	25%	-1.4%	/	/	1%	-1.4%
COc1cccc(N2CCN(S(=O)(=O)c3c(C)[nH]c(C)c3C(=O)N3CCCC3)CC2)c1	-0.3	57	-0.6%	-7%	8%	0.2%	3%	6%	6%	0.4%
COc1cccc(CNC(=O)C2CCN(S(=O)(=O)c3ccc4c(c3)NC(=O)CO4)CC2)c1	-0.4	43	0.8%	-5%	15%	-0.1%	-2%	8%	2%	-0.2%
COc1ccc(-c2nc(C(=O)NCC3CCCO3)cc3c2[nH]c2ccccc23)cc1 (stereo not drawn)	5.6	95	0.0%	-8%	9%	1.6%	-3%	22%	4%	1.9%

Compound activity from PubChem BioAssay.

Rows were taken by chance; any-hit rate near 1.6%.
